EWS-Fli inh – EWS/Fli-driven NR0B1 reporter inhibitors, primary screen, A673 cells, NR0B1 luciferase, luminescence, MLPCN library; viability-normalised; inhibition, % at 12.6 µM; 350,000 compounds, 0.67% hits;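 active = mean inhibition of at least 50% after viability correction, with every replicate also passing that limit; inconclusive = mean reaches 50% but only one of two replicates passes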;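 also: firefly luciferase signal divided by Alamar Blue viability fluorescence both relative to DMSO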
F508del corr – F508del CFTR correction, initial screen, CFBE line, single point. AID 720511, 2013. 350,000 compounds, 0.36% hits. CFBE cells, YFP halide quenching; stimulated with forskolin plus potentiator P3; % fluorescence drop versus neutral controls. activity (quench increase), % at 7.58 µM;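 active = mean added fluorescence quench of at least 8% versus neutral control, with both replicates also reaching 8%; inconclusive = only one of the mean or replicate conditions met; inactive = mean below 8% and not both replicates reaching 8%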;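 also: cells transiently co-express mutant CFTR-F508del with the halide-sensitive YFP; corrector assay measuring rescue of mutant channel to the surface after 24 h compound exposure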
DENV2 CPE – inhibitors of DENV2 cytopathic effect, primary screen, cell-based, plate reader, single concentration; DENV2-infected cells, cytopathic effect rescue; CPE inhibition, % at 9.99 µM; 350,000 compounds, 1.7% hits; AID 651640, 2012; in the data active = CPE inhibition above about 20%, passing the limit was not always enough; inconclusive = no clear call, values can overlap the other calls; tested in BHK-21 cells;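 also: 0% = median of neutral control wells and 100% = median of positive control wells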
FN deposit inh – inhibitors of fibronectin matrix deposition, primary screen, AH1F cells, Alexa488-fibronectin fluorescence, plate reader. AH1F fibroblasts, overnight. 350,000 compounds, 0.086% hits. inhibition, % at 12.6 µM;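 active = mean inhibition across replicates of 30% or more, regardless of how many single replicates reach that level; inconclusive = mean under 30% yet at least half of replicates reach 30%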;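 also: positive control wells lacked labelled fibronectin entirely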
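Assay system: AH1F fibroblast monolayer, labelled fibronectin deposition. Amount: 10000 cells per well. Also added: labelled fibronectin 24 nM. Compound: single-point pinned compound. Incubation: cell attachment 1 h, compound and FN exposure overnight. Detection: fluorescence after three HBSS washes, excitation 485 nm, emission 525 nm. Read-out: inhibition of fibronectin deposition signal.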
miR122 inh – miR-122 Renilla sensor signal increase in Huh7, primary screen, miR-122 inhibitor project, cell-based, single point, plate reader; activation (reporter increase), % at 12.5 µM; 340,000 compounds, 0.3% hits; Huh7 miR-122 Renilla luciferase sensor, 48 h; neutral wells = 0, positive control = 100;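 active = mean replicate activation score at least 90 and every replicate individually at or above 90; inconclusive = only one of the two criteria met; inactive = neither criterion met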;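 also: higher luciferase means less miR-122 activity so hits act as miR-122 inhibitors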
PAX8 inh HTS – inhibitors of PAX8-driven TPO luciferase reporter, primary screen, RMG-I cells, single concentration. SteadyGlo, 24 h. 360,000 compounds, 1.2% hits. inhibition, % at 12.6 µM;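 active = mean replicate inhibition at least 60% with every replicate also reaching 60%; inconclusive = only one of the two criteria is met; inactive = mean below 60% and not all replicates reaching 60%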;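 also: luciferase light reporting Pax8 driven TPO promoter activity; plate controls were median of neutral control wells for no effect and mitoxantrone controls for full effect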
GSIS activator – GLuc luminescence reporter in INS-1E cells, primary screen for activators of glucose-dependent secretion of insulin. activation, % at 16.6 µM. 370,000 compounds, 0.61% hits. INS-1E GLuc reporter insulin secretion, 2-3 h;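 active = lowest replicate activation of at least 40%, so every replicate reaches that level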;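 also: 0% = median of neutral control wells and 100% = median of IBMX positive control wells; some compounds called inactive have numbers as strong as hits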
Starred values were filed as active, the others as inactive; ? = inconclusive; nt = not tested or not shown; & = joins results of further samples; [ ] = remark or other dose.

SMILES	EWS-Fli inh	F508del corr	DENV2 CPE	FN deposit inh	miR122 inh	PAX8 inh HTS	GSIS activator
O=C(COC(=O)c1ccccc1C(=O)c1ccc(Cl)c([N+](=O)[O-])c1)NC1CCCCCC1	nt	nt	nt	-9	-63	15	nt
CN(C)CC#Cc1ccc([C@H]2[C@H](CO)N3CCCCN(S(=O)(=O)c4ccccc4)C[C@@H]23)cc1	3	-4.5	2	nt	7[16.7 µM]	-24	16
CC(C)(C)c1ccc(OCCCNC2CCCC2)cc1	13	1.2	15	-8	nt	13	-3
C[C@@H]1CN([C@H](C)CO)C(=O)c2cc(NC(=O)Nc3ccc(F)cc3)ccc2O[C@@H](C)CCCCO[C@@H]1CN(C)C(=O)C1CCCCC1	-3	-2.2	12	nt	7[16.7 µM]	37	-21
CC(=O)N(C)C[C@@H]1OCc2ccccc2-c2c(n(C)c3ccccc23)C(=O)N([C@@H](C)CO)C[C@H]1C	2	1.4	6	-17	nt	nt	0
N/C(=N\OC(=O)c1ccc(Br)o1)c1ccccn1	11	-0.7	-8	-14	nt	-12	20
C#CCOCCOCCOCCNc1nc(N2CCOCC2)nc(N2CCN(C(=O)[C@H](Cc3cc4ccccc4[nH]3)n3cc([C@@H](N)Cc4ccc(O)cc4)nn3)CC2)n1	-4	0.1	10	-3	-6	13	-2
O=C(Cn1cc(/C=N/NC(=O)c2cccc3ccccc23)c2ccccc21)Nc1ccc(F)cc1	-18	2.8	1	-2	-3	9	13
O=C(C[C@H]1CC[C@@H]2[C@H](COC[C@H](O)CN2C(=O)c2ccccc2)O1)N1CCOCC1	-6	0.8	3	-1	2[16.7 µM]	-9	5
CCc1sc(C(=O)N2CCN(CC(=O)Nc3cccc(F)c3)CC2)cc1C	-92	0.7	-7	-5	-7	-116	-51
O=C(COC(=O)c1ccc(S(=O)(=O)N2CCOCC2)cc1)Nc1ccccc1F	-4	1.0	-4	6	-1	-4	20
CCN(CC)S(=O)(=O)c1ccc(C(=O)OCC(=O)N2CCN(C(=O)c3ccco3)CC2)cc1	nt	nt	nt	11	2	1	nt
CN(C)CC#Cc1ccc([C@@H]2[C@@H](CO)N3CCCCN(C(=O)CN(C)C)C[C@H]23)cc1	1	0.2	?	nt	14[16.7 µM]	-23	12
Cn1cnc(CCNC(=O)[C@@H]2[C@@H](CO)[C@@H]3Cn4c(cccc4=O)[C@@H]3N2C(=O)Nc2ccccc2)c1	-6	nt	-1	-4	nt	-9	16
CCOc1ccc(C(=O)NCC2CCCO2)cc1OCC (configuration not stated)	-2	0.9	6	1	nt	-1	14
Cc1noc(C)c1NC(=O)Nc1ccc2c(c1)CC(=O)N([C@@H](C)CO)C[C@@H](C)[C@@H](CN(C)S(=O)(=O)c1cn(C)cn1)O2	-1	-1.1	-2	1	5[16.7 µM]	-10	12
O=C(OCC(=O)N1CCc2ccccc2C1)c1cccs1	3	0.0	-6	-3	nt	-7	-10
Cc1nc(-c2ccncc2)nc(NCCNc2ncccc2C(F)(F)F)c1Cl	7	-2.1	-6	0	nt	-4	-1
O=C(NC1CC1)C1=C[C@@H](C2CC2)C[C@@H](OCCCCO)O1	7&-6	0.5&-0.3	2	-3	-1	-14&-15	12
COc1ccc(S(=O)(=O)N(C)C[C@H]2OCCCC[C@@H](C)Oc3ccc(NC(=O)C4CCCCC4)cc3C(=O)N([C@H](C)CO)C[C@@H]2C)cc1	-9	-1.2	-1	-4	-4[16.7 µM]	12	2
N/C(Cn1cncn1)=N\NC(=O)C(=O)Nc1cccc(C(F)(F)F)c1	0	-1.3	2	-8	-7	-10	-5
CCc1ccc2c(c1)C(c1ccc([N+](=O)[O-])cc1)=NNC(c1ccc(C)cc1)=N2	8	nt	-1	-7	21	-5	nt
O=C(c1cncc(Br)c1)N1CCN(c2ccc([N+](=O)[O-])cc2)CC1	2	nt	-2	10	nt	9	14
COc1ccccc1CCNC(=O)c1cc(COc2cccc(C(F)(F)F)c2)on1	nt	1.0	-1	5	4	12	-12
COc1ccccc1C(=O)N1C[C@H]2[C@@H](c3ccccc31)[C@H](CO)N2C(=O)C1CCCCC1	7	-1.1	-6	nt	10[16.7 µM]	-2	-2
COc1ccc(NC(=O)CCC(=O)OC(C(=O)c2ccccc2)c2ccccc2)cc1 (configuration not stated)	nt	nt	nt	-8	2	-6	nt
COc1ccc(Cl)cc1NC(=S)NCc1ccccn1	nt	nt	nt	-4	-2	7	-3
CN(C(=O)CCNC(=O)N1CC(=O)Nc2ccccc21)C1CCCCC1	-3	-2.3	3	0	3	-6	-3
COc1ccc(Cc2nc(-c3ccncc3)no2)cc1	-8	-1.7	-4	6	nt	-24	10
COc1ccc(N(CC(=O)Nc2c(C)n(C)n(-c3ccccc3)c2=O)S(=O)(=O)c2ccc(F)cc2)cc1	-49	nt	0	3	nt	-13	-10
COc1cc(C(=O)NNC(=S)NC(=O)c2ccc(Cl)cc2)cc(OC)c1OC	nt	nt	nt	0	2	8	-6
C=CCOc1cccc(C(=O)N2CCCC(CNS(=O)(=O)c3cccs3)C2)c1 (configuration not stated)	-13	-1.7	-4	6	nt	13	9
CC(C)C#Cc1cnc2c(c1)C(=O)N([C@H](C)CO)C[C@H](C)[C@@H](CN(C)C(=O)Cc1ccccn1)O2	-6	3.4	-4	-11	6[16.7 µM]	-18	4
COc1ccc(NC(=O)c2cc(-c3cccs3)on2)c(OC)c1	3	2.2	4	3	-2	5	-1
COc1ccc(NC(=O)Nc2ccc3c(c2)[C@@H]2C[C@H](CC(=O)NC4CCCC4)O[C@H](CO)[C@@H]2O3)cc1	-4	-1.9	-3	-10	-6[16.7 µM]	-10	12
Cc1ccc(C(=O)N/N=C/c2c[nH]c3ccccc23)o1	-6	-1.3	-4	7	-2	6	10
CC(=O)c1ccc(-c2nnc(CCC(=O)N3CCCC(C(=O)CC(C)C)C3)o2)s1 (configuration not stated)	nt	1.3	-7	-6	-2	-213	2
COc1ccc(CCNC(=O)Cn2cnc3ccccc3c2=O)cc1OC	nt	nt	nt	2	12	-4	32
C[C@@H]1CN([C@H](C)CO)C(=O)c2cc(NS(=O)(=O)c3ccc(F)cc3)ccc2O[C@@H](C)CCCCO[C@H]1CN(C)S(=O)(=O)c1ccc(F)cc1	10	1.7	2	-2	nt	2	5
CN(c1ccccc1)S(=O)(=O)c1cc(C(=O)c2nccn2C)ccc1Cl	1	-0.3	-4	nt	0	nt	-14
O=C1c2ccccc2S(=O)(=O)N1Cc1ccccc1[N+](=O)[O-]	5	-2.4	0	3	0	-16	24
CCOc1ccc(N2C(=O)C3=C(C(c4ccc(Cl)cc4)=NCCN3)C2c2cccnc2)cc1 (configuration not stated)	-1	1.4	-4	4	nt	1	-9
C[C@@H]1CN([C@@H](C)CO)C(=O)c2cc(-c3cccnc3)cnc2O[C@@H]1CN(C)Cc1ccc(-c2ccccc2)cc1	-14	3.1	37*	nt	nt	nt	-18
O=[N+]([O-])c1ccc(NCc2ccncc2)cc1	11	2.3	0	6	-4	6	0
CC(=O)Nc1nnc(SCC(=O)N2C(C)CCCC2C)s1 (configuration not stated)	4	-1.1	-3	3	-6	10	-16

In a second layout: results already given.
| SMILES | EWS-Fli inh | F508del corr | DENV2 CPE | FN deposit inh | miR122 inh | PAX8 inh HTS | GSIS activator |
| --- | --- | --- | --- | --- | --- | --- | --- |
| COc1ccc(NC(=O)c2cc(-c3cccs3)on2)c(OC)c1 | 3 | 2.2 | 4 | 3 | -2 | 5 | -1 |
| COc1ccc(NC(=O)Nc2ccc3c(c2)[C@@H]2C[C@H](CC(=O)NC4CCCC4)O[C@H](CO)[C@@H]2O3)cc1 | -4 | -1.9 | -3 | -10 | -6[16.7 µM] | -10 | 12 |
| Cc1ccc(C(=O)N/N=C/c2c[nH]c3ccccc23)o1 | -6 | -1.3 | -4 | 7 | -2 | 6 | 10 |
| CC(=O)c1ccc(-c2nnc(CCC(=O)N3CCCC(C(=O)CC(C)C)C3)o2)s1 (configuration not stated) | nt | 1.3 | -7 | -6 | -2 | -213 | 2 |
| COc1ccc(CCNC(=O)Cn2cnc3ccccc3c2=O)cc1OC | nt | nt | nt | 2 | 12 | -4 | 32 |

Remaining list, next part
SMILES	EWS-Fli inh	F508del corr	DENV2 CPE	FN deposit inh	miR122 inh	PAX8 inh HTS	GSIS activator
CNC[C@H]1Oc2ccc(NS(=O)(=O)c3ccc(C)cc3)cc2CC(=O)N([C@H](C)CO)C[C@H]1C	-6	-2.3	nt	nt	-4[16.7 µM]	-14	13
Cn1c(=O)[nH]c(=O)c2c1nc(N1CCNCC1)n2Cc1ccccc1Cl	19	0.7	0	0	-2	2	8
Cc1ccsc1C1C(C#N)=C(N)OC2=C1C(=O)CC(C)(C)C2 (configuration not stated)	-1	0.3	1	-3	-3	-10	-9
CCCN(C)C[C@H]1OCCCC[C@H](C)Oc2ccc(NS(=O)(=O)c3ccc(F)cc3)cc2C(=O)N([C@@H](C)CO)C[C@@H]1C	-2	1.1	?	4	1[16.7 µM]	69*	3
CCn1c(SCC(=O)N/N=C/c2c[nH]c3ccccc23)nnc1-c1ccc(Cl)cc1	5	nt	1	-5	nt	16	-15
COc1ccccc1NS(=O)(=O)c1cc(NC(=O)CCc2nc3ccccc3c(=O)[nH]2)ccc1C	-3	-0.4	12	2	9	16	-14
O=C(Nc1ccc(N2CCOCC2)c(S(=O)(=O)Nc2cc(Cl)ccc2Cl)c1)c1cccnc1	-2	0.1	-4	13	325*	11	6
CN(C)CC(=O)N1[C@@H]2c3ccc(C4=CCCCC4)c(=O)n3C[C@H]1[C@H](CO)[C@H]2C(=O)NCC1CC1	5	nt	3	nt	nt	nt	6
CC(C)CC1C(=O)N(Cc2cn(CC3CCCCC3)nn2)CCS(=O)(=O)N1Cc1ccc(-c2cccc(C#N)c2)cc1 (configuration not stated)	12	3.7	-1	0	-8	56	nt
COc1ccc(Cc2nc3ccc(C(=O)N(C)Cc4cc(C)[nH]n4)cc3o2)cc1OC	-8	-0.1	8	1	-11	-11	-1
CC1(C)CC(=O)C(/C=N/c2ncccc2C(=O)O)=C(O)C1	nt	nt	nt	4	-4	-9	nt

Full records from above.
Entry for `CN(C)CC(=O)N1[C@@H]2c3ccc(C4=CCCCC4)c(=O)n3C[C@H]1[C@H](CO)[C@H]2C(=O)NCC1CC1` → EWS-Fli inh = 5; F508del corr = nt; DENV2 CPE = 3; FN deposit inh = nt; miR122 inh = nt; PAX8 inh HTS = nt; GSIS activator = 6
Entry for `CC(C)CC1C(=O)N(Cc2cn(CC3CCCCC3)nn2)CCS(=O)(=O)N1Cc1ccc(-c2cccc(C#N)c2)cc1` (configuration not stated) → EWS-Fli inh = 12; F508del corr = 3.7; DENV2 CPE = -1; FN deposit inh = 0; miR122 inh = -8; PAX8 inh HTS = 56; GSIS activator = nt
Entry for `Cn1c(=O)[nH]c(=O)c2c1nc(N1CCNCC1)n2Cc1ccccc1Cl` → EWS-Fli inh = 19; F508del corr = 0.7; DENV2 CPE = 0; FN deposit inh = 0; miR122 inh = -2; PAX8 inh HTS = 2; GSIS activator = 8
